12-LOX inh: ALOX12 (human) lipoxygenase inhibition | P18054 | purified 12hLO, xylenol orange hydroperoxide absorbance | Potency, µM (doses to about 108 µM), for the others: top-dose activity change, negative = inhibition, usual class: inhibitors | 580,000 tested, 1.1% active | AID 1671190; also: potency is read from the fitted curve at half-maximal effect; % is scaled to controls: 0 for no effect and ±100 for the full control effect
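Purified human 12hLO (150 nM final) in 25 mM Hepes, 0.01% Triton X-100, pH 7.0 was preincubated 15 min at room temperature with compound. Then 40 uM arachidonic acid was added, 30 min. Hydroperoxide was read by Fe-XO absorbance ratio 573/405 nm.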
Apoferritin bind: candidate novel general anesthetic via apoferritin binding | P02791 | apoferritin/1-aminoanthracene competitive binding, fluorescence | Potency, µM (titrated, usually from 77.5 µM), inactives show at the highest dose activity change, negative = displacement, most hits filed as inhibitors | 350,000 tested, 0.074% active; also: potency is read from the fitted curve at half-maximal effect; % is scaled to controls: 0 for no effect and ±100 for the full control effect; nearly all actives have a fitted effect of over 20% in size
Target sequence (P02791 2-175 limits assumed): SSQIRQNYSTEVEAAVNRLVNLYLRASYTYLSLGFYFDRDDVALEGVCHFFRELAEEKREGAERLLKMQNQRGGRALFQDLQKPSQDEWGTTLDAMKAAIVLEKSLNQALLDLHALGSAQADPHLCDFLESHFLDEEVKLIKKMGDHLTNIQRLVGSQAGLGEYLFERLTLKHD
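Horse-spleen apoferritin (10 uM) in 50% saturated 1-aminoanthracene in PBS was incubated 10 min at room temperature with compound. Fluorescence (ex 380, em 535 nm) was normalized to free and bound 1-AMA, with concentration-response fitted by a four-parameter Hill equation.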
TRHR ag: TRH receptor (human) agonism. P34981. TRHR cells, calcium flux fluo-8, FDSS agonist mode. activation, % at 2 µM. 360,000 tested, 0.18% active. AID 493084; in the data active = activation above about 30%; also: 0% is about no effect
Target sequence (P34981 whole entry, looked up): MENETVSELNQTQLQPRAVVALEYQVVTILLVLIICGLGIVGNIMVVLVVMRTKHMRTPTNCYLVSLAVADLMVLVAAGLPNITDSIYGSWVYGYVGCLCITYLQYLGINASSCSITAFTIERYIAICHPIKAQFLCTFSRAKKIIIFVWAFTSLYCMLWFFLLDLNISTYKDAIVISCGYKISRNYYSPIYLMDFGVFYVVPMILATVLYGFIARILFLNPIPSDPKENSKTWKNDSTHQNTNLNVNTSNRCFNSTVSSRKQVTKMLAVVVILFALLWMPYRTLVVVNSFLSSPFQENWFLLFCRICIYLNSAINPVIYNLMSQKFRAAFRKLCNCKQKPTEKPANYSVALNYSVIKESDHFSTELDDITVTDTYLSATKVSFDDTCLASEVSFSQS
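Fluo-8-loaded TRHR cells; 10 s baseline, compound added, kinetic Ca2+ fluorescence read 1/s, agonist mode.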
POLK inh: blocks human DNA polymerase kappa activity | AID 588579 | Potency, µM (titrated, usually from 107 µM), inactives show at the highest dose activity, negative = inhibition, most hits filed as inhibitors | 400,000 tested, 0.53% active | purified Pol kappa, fluorescent DNA synthesis assay, 10 min | Q9UBT6; also: potency is read from the fitted curve at half-maximal effect; % is scaled to controls: 0 for no effect and ±100 for the full control effect
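Here, compound and 10 nM enzyme are combined for 15 min at room temperature; adding 50 nM substrate (final) starts DNA synthesis, tracked by fluorescence at 0 and 10 min against buffer-only wells.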
BLM helicase inh: inhibitors of human Bloom syndrome helicase BLM; recombinant BLM DNA unwinding, fluorescence dequenching; P54132; 350,000 tested, 0.2% active; Potency, µM (highest dose often 56.1 µM), without a hit: top-dose activity change, negative = inhibition, most hits filed as inhibitors;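 also: potency is read from the fitted curve at half-maximal effect; plate controls were vehicle for no effect and no enzyme for full effect; nearly all actives have a fitted effect of over 35% in size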
Pol beta inh: DNA polymerase beta (human) inhibition; 340,000 tested, 1.3% active; AID 485314; Pol beta primer extension/strand displacement, fluorescence kinetic; P06746; Potency, µM (top dose mostly 114 µM), for inactives: at the highest dose activity change, negative = inhibition, most hits filed as inhibitors; also: potency is read from the fitted curve at half-maximal effect; % is scaled to controls: 0 for no effect and ±100 for the full control effect
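Pol beta (10 nM) and compounds were preincubated 15 min at room temperature, then 50 nM substrate (final) started primer extension/strand displacement. Reads were taken at 0 and 10 min; concentration-response data were fitted to a four-parameter Hill equation.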
APEX1 inh: APE1 (human) endonuclease inhibition; Potency, µM (top dose mostly 65.8 µM), without a hit: at the highest dose activity change, negative = inhibition, most hits filed as inhibitors; recombinant APE1, TAMRA/BHQ-2 abasic DNA cleavage fluorescence; 350,000 tested, 0.35% active; P27695;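 also: potency is read from the fitted curve at half-maximal effect; plate controls were vehicle for no effect and reference inhibitor for full effect; nearly all actives have a fitted effect of over 55% in size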
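Incision of a quenched TAMRA/BHQ-2 THF abasic-site duplex (50 nM) by 0.75 nM APE1, after 15 min compound preincubation, measured as fluorescence increase over three 60 s reads. Values normalized to buffer, DMSO and NSC13755 control wells.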
POLI inh: inhibitors of human DNA polymerase iota. Potency, µM (doses to about 115 µM), for the others: top-dose activity, negative = inhibition, most hits filed as inhibitors. Pol iota fluorescent replication assay, 10 min. AID 588590. Q9UNA4. 390,000 tested, 1% active; also: potency is read from the fitted curve at half-maximal effect
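Fluorescent replication assay read twice, at 0 min and 10 min after adding 50 nM (final) substrate. Enzyme (10 nM) and compounds were first incubated 15 min at room temperature; enzyme-free buffer wells were negative controls.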
ERG Ets-DNA blk: blocks human ERG Ets domain binding to DNA; P11308; fluorescence polarization, His-ERG Ets domain / labelled DNA; Potency, µM (series often up to 76.9 µM), for inactives: top-dose FP activity, negative = inhibition, actives largely listed as inhibitors; 370,000 tested, 0.028% active; AID 624246; active = well fitted inhibition curve with a large enough effect in the polarisation, with a control signal flat; inconclusive = small, poorly fitted or top-dose-only effect, or effect the other way, or a change in a side signal; inactive = no such curve, though single readings can be large or run the other way; the % refers to the polarisation;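 also: polarization taken with two DNA probes labelled with fluorescein and Texas red; potency is read from the fitted curve at half-maximal effect; % of control where 0% means no effect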
Target sequence (P11308 whole entry, looked up, the tested form may be a part): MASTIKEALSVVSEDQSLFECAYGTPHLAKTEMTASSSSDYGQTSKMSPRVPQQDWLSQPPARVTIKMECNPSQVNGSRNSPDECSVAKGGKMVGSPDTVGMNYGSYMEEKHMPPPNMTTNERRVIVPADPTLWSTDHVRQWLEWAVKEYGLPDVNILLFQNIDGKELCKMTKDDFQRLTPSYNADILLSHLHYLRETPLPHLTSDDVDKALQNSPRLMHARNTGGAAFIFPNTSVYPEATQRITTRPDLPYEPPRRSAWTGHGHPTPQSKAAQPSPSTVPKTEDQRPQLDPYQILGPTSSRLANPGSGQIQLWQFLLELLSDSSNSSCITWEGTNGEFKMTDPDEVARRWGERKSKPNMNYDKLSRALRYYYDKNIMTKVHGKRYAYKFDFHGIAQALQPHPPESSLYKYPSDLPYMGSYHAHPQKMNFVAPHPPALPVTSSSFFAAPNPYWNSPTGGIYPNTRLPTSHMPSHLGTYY
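His-tagged ERG Ets domain (1 uM in the protein solution; 300mM KCl, 50mM Tris-HCl, 1mM EDTA, 1mM DTT, pH 7.5) received compound, then a probe mix of 5 nM fluorescein-DNA and 100nM Texas-615-DNA. Fluorescence polarization was read for both dyes.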
The depositor's hits bear a star; ? = inconclusive; nt = not tested or not shown; [ ] = remark or other dose. Unless noted, calls follow the shape of the dose curve; as a rule, active = well fitted curve in the direction sought with a large enough effect; inconclusive = small, poorly fitted or top-dose-only effect, or another doubt; inactive = no such curve, though single readings can be large; an effect the other way counts as inactive or inconclusive. These rows are one share of the data; rates above refer to the full screens.

SMILES,12-LOX inh,Apoferritin bind,TRHR ag,POLK inh,BLM helicase inh,Pol beta inh,APEX1 inh,POLI inh,ERG Ets-DNA blk
O=C(C(=O)N1CCCCC1)c1cn(CC(=O)N2CCCCCC2)c2ccccc12,110.7%[activator],-16.6%,0.3,-17.0%,-2.3%,-2.2%,13.3%,25.5%,-6.1%
C=CCNC(=O)c1c(Cl)cccc1Cl,449.3%[activator],-8.2%,0.5,4.1%,1.3%,-0.7%,-6.2%,-2.2%,-4.5%
CCOc1ccc(-c2nc(CSCC(=O)NCc3ccc(C)cc3)c(C)o2)cc1,3.2%,1.7%,0.2,-4.0%[60.1 µM],1.5%,-14.5%,nt,-20.1%,3.3%
CCc1ccc(OCC(=O)Nc2ccc(-c3nc4ncccc4o3)cc2)cc1,?,-0.1%,-0.4,3.3%,-7.1%,-12.7%,nt,3.3%,2.2%
CCOC(=O)CC(Nc1nc(N2CCOCC2)nc(N2CCOCC2)n1)c1ccccc1Cl (stereo not drawn),67.3%,-7.5%,nt,-28.6%,-7.0%,8.9%,15.0%,-10.6%,6.6%
Cn1c(CC(=O)Nc2cccc(Cl)c2Cl)nnc1SCC(=O)NC1=NCCS1,1.6%,7.7%,0.2,7.6%,-0.9%,7.7%,37.9%[activator],31.4%[activator],7.6%
CC1CCC(NC(=O)Cn2c3c(c(-c4ccccc4Cl)cc2=O)CCC3)CC1 (stereo not drawn),-27.1%,?,0.3,7.8%,-7.9%,0.7%,1.2%,8.4%,-5.5%
CCCCn1c(N)c(N(CC(C)C)C(=O)c2oc3ccc(OCC)cc3c2C)c(=O)[nH]c1=O,-7.9%,-7.9%,0.0,-2.2%,-5.0%,-0.5%,24.7%,?,-4.4%
COc1ccc(OC)c(NC(=O)CC2(CC(=O)O)CCCC2)c1,11.8%,-12.8%,-0.1,-2.5%,-4.3%,89.9%,3.1%,18.6%,-4.2%
COC(=O)CCC(=O)OC1(C)C(=O)C2=CN(CCCOC(C)C)C(c3ccc(OC)cc3)=CC2=C(Br)C1=O (stereo not drawn),nt,-14.4%,4.3,-7.4%,-21.7%,32.0%,11.5%,?,6.3%
Cc1nnc(-c2cnn(C)c2N)n1Cc1ccc(Cl)cc1,-26.1%,-12.5%,1.1,-1.5%,-1.9%,?,4.0%,?,5.8%
CCN1CCN(CCCNC(=O)Cn2c(-c3cccs3)cc3ccccc32)CC1,-19.5%,-10.0%,-0.4,-23.0%,-3.6%,-0.1%,nt,-2.2%,3.9%
Cc1ccc(NC(=O)CN(C)C(=O)Cn2cc(C(F)(F)F)cc(Cl)c2=O)cc1,-12.0%,4.8%,0.0,-5.4%,-3.4%,1.3%,7.8%,13.7%,2.9%
COc1ccc(C2C(=O)c3ccccc3C2=Nc2ccc(Br)cc2)cc1 (stereo not drawn),-11.2%,-13.1%,-0.4,4.5%,1.2%,4.2%,-22.5%,0.9%,-6.9%
CC(C(=O)NCc1cccc(Br)c1)n1ncn2cccc2c1=O (stereo not drawn),-3.8%,-7.9%,0.2,?,3.4%,?,nt,173.6%[activator],3.1%
CCOP(=O)(OCC)/C(=N/OC(=O)c1ccc(Cl)cc1Cl)C(N)=O,?,-2.4%,0.5,12.0%,0.7%,2.4%,1.5%,9.7%,-3.1%
COc1cc2c(cc1OC)CN(c1ccc(-c3ccccc3OC)nn1)CC2,nt,-16.1%,-0.6,-29.9%,-1.9%,-3.2%,7.2%,35.4%[activator],nt
COc1ccc(CNCC(=O)Nc2ccccc2-n2cccc2)cc1,-6.6%,0.3%,-1.1,-13.1%,0.0%,-9.0%,?,19.1%,8.2%
Cc1ccc(OCC(=O)N(C)CC(=O)NCc2ccco2)c(Br)c1,?,nt,-0.6,79.4µM*,nt,nt,?,?,-1.2%
Cc1nc2c(C)[n+](CC(=O)c3ccccc3)ccc2n1C,-24.9%,2.7%,1.0,12.9%,1.1%,22.3%,19.5%,36.6%,3.4%
COc1ccc(NC(=O)CCS(=O)(=O)c2cc3c4c(c2)CCN4C(=O)CC3)c(OC)c1,-19.5%,-8.9%,0.1,-6.8%[60.1 µM],-0.6%,8.2%,nt,-25.6%,-1.1%
Cc1cccc(N(Cc2ccccc2)C(=O)CSC(C)C(=O)Nc2cc(C)on2)c1 (stereo not drawn),-0.4%,nt,1.1,-2.0%,nt,nt,-10.1%,12.9%,-11.5%
O=C(N/N=C/c1ccc[nH]1)c1ccccc1OCc1ccccc1Cl,-6.8%,-14.2%,-1.4,-3.8%,-6.3%,-0.1%,-1.3%,87.5%[activator],5.2%
CCOc1ccc(-c2nc(N)ncc2-c2ccccc2OC)c(O)c1,-12.1%,-7.3%,-0.7,-8.9%,-0.3%,-13.3%,-0.8%,62.8%[activator],-2.0%
CCOC(=O)N1CCc2c(sc(NCc3ccc(OC)c(Br)c3)c2C(=O)Nc2cc(OC)ccc2OC)C1,?,0.2%,-0.3,-2.0%[60.1 µM],-11.0%,-5.1%,nt,29.5%,-0.8%
COc1ccc(N2C(=O)c3ccccc3C(C)(C)C2=O)cc1,-18.5%,-9.6%,-0.3,-11.1%,-0.2%,-9.1%,16.8%[12.4 µM],61.5%[activator],12.4%
Cc1cc(N2CCN(C)CC2)nc2ccc(NC(=S)NC3CC3)cc12,0.5%,0.0%,0.5,-22.6%,3.9%,0.9%,-0.7%,28.6%,9.8%
COc1cc(CN2CCN(CCCc3ccccc3)CC2CCO)cc(OC)c1 (stereo not drawn),13.0%,-15.5%,-3.0,0.2%,-11.4%,18.3%,51.3%[activator],7.9%,3.3%
Cc1ccc(CN2CCCN(C)CC2)c(C)c1,-36.3%,-3.5%,0.5,-1.2%,3.5%,18.8%,3.0%,66.8%[activator],-13.4%
O=C(Nc1cccnc1)c1ccccc1NS(=O)(=O)c1ccc(F)cc1,-6.9%,-5.5%,1.4,-5.1%,-5.0%,-2.7%,-10.2%,113.9%[activator],-18.7%
C(=N\N=C\c1ccccn1)/c1ccccn1,3.0%,-7.8%,0.6,6.4%,-1.9%,0.0%,24.9%,?,-6.0%
Cc1ccc(C)c(CSc2nc3[nH]ncc3c(=O)[nH]2)c1,20.3%,-2.9%,0.2,-13.7%,0.5%,18.9%,-2.1%,-15.2%,-5.3%
O=C(NC1CCCCC1NC(=O)c1ccco1)c1ccco1 (stereo not drawn),436.0%[activator],-2.1%,-1.3,1.9%,-0.1%,3.0%,-3.0%,1.6%,-4.0%
COC(=O)[C@@H](NC(=O)Nc1cccc(OC)c1)C(C)C,0.0%,-6.8%,-0.6,3.9%,-2.2%,2.9%,?,7.3%,4.6%
O=C(Cn1ccc(C(F)(F)F)n1)Nc1ccc(S(=O)(=O)NCc2ccco2)cc1,-28.2%,-18.7%,0.7,-10.3%,-8.9%,17.2%,-4.4%,?,-11.1%
CC(=O)c1ccc(NC(=O)Nc2nnc(N3CCCC(C)C3)s2)cc1 (stereo not drawn),?,-1.1%,0.5,-8.1%,-4.0%,25.4%,nt,11.5%,8.7%
Cc1ccc(S(=O)(=O)/N=C2\C=C(NS(=O)(=O)c3ccccc3)C(=O)c3ccccc32)c(C)c1,?,nt,nt,-8.5%,nt,nt,nt,?,9.1%
Cc1ccc(CNc2ccc(-c3nc(-c4cccnc4)no3)cc2[N+](=O)[O-])cc1,-10.7%,-10.7%,1.3,-27.6%,-6.1%,?,nt,-15.2%,1.2%
CCOC(=O)c1c(NC(=O)/C=C/c2ccccc2)sc2c1CCCC2,0.0%,-4.2%,-1.6,-3.2%,-2.7%,4.1%,nt,27.3%,-3.0%
O=C(N/C(=C\c1ccccc1)C(=O)N1CCOCC1)c1cccc(Br)c1,-7.7%,-1.6%,0.1,-1.0%,-6.3%,?,58.8%[activator],13.6%,9.5%
COc1ccccc1NC(=O)c1ccc(NC(=O)COC(=O)C2CCCCC2)cc1,1.2%,-10.6%,0.6,-4.5%[60.1 µM],-7.2%,15.8%,-5.2%,23.7%,1.3%
CCc1nnc(NC(=O)CN2CCOCC2)s1,?,-5.0%,0.4,-14.8%,-2.8%,13.3%,-0.2%,-3.6%,3.5%
CCC(Oc1ccccc1C)C(=O)N1CCCN(C)CC1 (stereo not drawn),0.0%,-10.5%,0.2,-0.3%,-2.6%,1.3%,7.3%,14.2%,2.5%
Fc1ccc2nc(C(F)(F)F)cc(N3CCOCC3)c2c1,-4.8%,-7.6%,0.4,11.1%,-4.4%,-0.2%,-1.4%,23.3%,6.8%
COc1ccc2nc(NC(=O)CSc3cn[nH]n3)sc2c1,-2.5%,-5.6%,0.4,-10.9%,-0.3%,4.3%,-13.3%,96.3%[activator],0.7%

Three entries from above, reformatted:
COc1ccccc1NC(=O)c1ccc(NC(=O)COC(=O)C2CCCCC2)cc1
  12-LOX inh = 1.2%; Apoferritin bind = -10.6%; TRHR ag = 0.6; POLK inh = -4.5%[60.1 µM]; BLM helicase inh = -7.2%; Pol beta inh = 15.8%; APEX1 inh = -5.2%; POLI inh = 23.7%; ERG Ets-DNA blk = 1.3%

CCc1nnc(NC(=O)CN2CCOCC2)s1
  12-LOX inh = ?; Apoferritin bind = -5.0%; TRHR ag = 0.4; POLK inh = -14.8%; BLM helicase inh = -2.8%; Pol beta inh = 13.3%; APEX1 inh = -0.2%; POLI inh = -3.6%; ERG Ets-DNA blk = 3.5%

CCC(Oc1ccccc1C)C(=O)N1CCCN(C)CC1 (stereo not drawn)
  12-LOX inh = 0.0%; Apoferritin bind = -10.5%; TRHR ag = 0.2; POLK inh = -0.3%; BLM helicase inh = -2.6%; Pol beta inh = 1.3%; APEX1 inh = 7.3%; POLI inh = 14.2%; ERG Ets-DNA blk = 2.5%

Screens: PubChem BioAssay, National Center for Advancing Translational Sciences (NCATS)
